FXN GAA850 act: FXN promoter activators, primary screen, cell-based, luciferase luminescence, HEK293 lucGAA850. HEK293 lucGAA850 FXN promoter luciferase reporter, 24 h; percent of 10 µM SAHA response. activation, % at 6 µM. actives 0.56% (n = 360,000);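 active = activation above the average of all compounds screened plus 3 SD, cutoff fixed separately per campaign, cut at about 7.5% in these data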;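 also: 0% = DMSO wells and 100% = 10 µM SAHA wells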
DAX1 inh-1: DAX1 (NR0B1) inhibitors, primary screen, cell-based, HEK293, Gal4-DAX1, luciferase luminescence; inhibition, % at 6.75 µM; actives 0.99% (n = 340,000); AID 504766, 2011; HEK293 Gal4-DAX1 luciferase reporter;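 active = inhibition above the mean over all tested compounds plus 3 SD, cut at about 4.2% in these data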;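 also: 0% = DAX1-transfected cells with DMSO and 100% = empty-vector control cells with DMSO; inhibition shows as a rise in luminescence from relieved DAX1 repression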
Target sequence (P51843 207-470 limits assumed): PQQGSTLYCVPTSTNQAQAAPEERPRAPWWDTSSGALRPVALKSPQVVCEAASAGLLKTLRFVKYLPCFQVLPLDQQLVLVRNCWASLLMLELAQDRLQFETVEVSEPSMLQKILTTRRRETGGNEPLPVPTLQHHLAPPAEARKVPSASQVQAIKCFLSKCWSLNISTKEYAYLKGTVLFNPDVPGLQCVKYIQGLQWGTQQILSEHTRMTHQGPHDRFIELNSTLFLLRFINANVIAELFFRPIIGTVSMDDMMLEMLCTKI
ADAM17 inh: ADAM17 inhibitors, primary screen, biochemical, QFRET. Disintegrin and metalloproteinase domain-containing protein 17 (Homo sapiens), P78536. recombinant ADAM17, EDANS/DABCYL FRET peptide cleavage. inhibition, % at 6.95 µM. actives 0.83% (n = 370,000). AID 720648, 2013;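 active = inhibition above the mean of compounds lying between control limits plus 3 SD, set per campaign, cut at about 8.5% in these data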;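 also: 0% = DMSO-only wells as the low control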
Target sequence (P78536 215-824 limits assumed): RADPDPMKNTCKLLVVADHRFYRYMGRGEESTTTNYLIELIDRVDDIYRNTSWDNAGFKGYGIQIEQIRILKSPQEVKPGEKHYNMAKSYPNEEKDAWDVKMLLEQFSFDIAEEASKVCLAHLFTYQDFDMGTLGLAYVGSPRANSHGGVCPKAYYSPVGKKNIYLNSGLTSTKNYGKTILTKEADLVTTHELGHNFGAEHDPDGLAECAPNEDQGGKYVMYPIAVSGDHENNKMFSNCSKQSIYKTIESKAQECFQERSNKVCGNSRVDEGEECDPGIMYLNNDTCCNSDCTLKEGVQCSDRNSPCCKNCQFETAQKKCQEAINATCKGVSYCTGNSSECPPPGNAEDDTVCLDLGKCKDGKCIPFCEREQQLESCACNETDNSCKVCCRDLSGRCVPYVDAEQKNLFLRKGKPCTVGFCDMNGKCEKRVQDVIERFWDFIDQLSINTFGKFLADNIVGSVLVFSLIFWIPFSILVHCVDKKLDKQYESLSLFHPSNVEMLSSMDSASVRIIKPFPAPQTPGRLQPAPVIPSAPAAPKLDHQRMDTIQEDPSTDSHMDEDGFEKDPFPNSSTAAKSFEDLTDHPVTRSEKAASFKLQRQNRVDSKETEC
DAX1 inh-2: DAX1 (NR0B1) inhibitors on StAR promoter, primary screen, cell-based, luminescence, SF-1 (NR5A1), full-length DAX-1 | HEK293T StAR-luciferase reporter, SF-1/DAX-1 repression relief | inhibition, % at 6.8 µM | actives 1.1% (n = 370,000) | AID 652010, 2013;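 active = inhibition above the mean over all tested compounds plus 3 SD, cut at about 3.6% in these data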;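 also: 0% = DAX-1 cells with DMSO and 100% = cells lacking DAX-1 with DMSO; higher inhibition means more luminescence from relief of DAX-1 repression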
ssDAF-12 act: S. stercoralis DAF-12 nuclear receptor activators, primary screen, cell-based, luminescence, HEK293, GRIP1 co-expression, lit1-tk-luc; Nuclear hormone receptor DAF-12 (Strongyloides stercoralis); HEK293 ssDAF-12/GRIP1 lit1-tk-luc reporter; % of 3 µM dafachronic acid response; activation, % at 6.8 µM; actives 1% (n = 370,000); AID 652126, 2013;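 active = activation above the mean over all tested compounds plus 3 SD, cut at about 0.9% in these data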;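 also: 0% = DMSO-only wells and 100% = 3 µM delta7-dafachronic acid wells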
ADAM10 inh: human ADAM10 inhibitors, primary screen, biochemical, QFRET, HTS; Disintegrin and metalloproteinase domain-containing protein 10 (Homo sapiens), O14672; recombinant ADAM10, EDANS/DABCYL FRET peptide cleavage, 3 h; inhibition, % at 7 µM; actives 0.62% (n = 370,000);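 active = inhibition above a per-campaign cutoff equal to the mean of compounds falling between control-based bounds plus 3 SD, cut at about 20% in these data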;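 also: 0% = DMSO wells while the 100% control is not disclosed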
hcDAF-12 act: H. contortus DAF-12 nuclear receptor activators, primary screen, cell-based, luminescence, HEK293, lit1-tk-luc reporter; HEK293 hcDAF-12 lit1-tk-luc reporter; 0% DMSO, 100% Δ7-dafachronic acid; actives 1.4% (n = 370,000); activation, % at 6.8 µM; AID 652067, 2013;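 active = activation above the mean of all tested compounds plus 3 SD, cut at about 5.5% in these data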;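 also: 100% = response to 3 µM Δ7-dafachronic acid high control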
hgDAF12 agonist: H. glycines DAF-12 receptor agonists, primary screen, cell-based, luminescence, HEK293, GAL4 fusion, UAS-luciferase. Nuclear hormone receptor DAF-12 (Heterodera glycines), GAL4 fusion. HEK293 GAL4-hgDAF12 UAS-luciferase reporter, agonist luminescence; normalized to butyrate control. activation, % at 6.8 µM. actives 1.8% (n = 370,000). AID 687014, 2013;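 active = activation above a cutoff set at the mean of all screened compounds plus 3 SD, cut at about 10% in these data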;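 also: 0% = DMSO wells and 100% = sodium butyrate wells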
GC-A act: GC-A stimulated cGMP production enhancers – HEK293 GC-A cells, cGMP TR-FRET, EC30 ANP, primary screen; Atrial natriuretic peptide receptor 1 (Homo sapiens), P16066; 0% at EC30 ANP, 100% saturating ANP; activation, % at 10 µM; actives 0.14% (n = 370,000); AID 1671463, 2021; in the data active = activation above about 40%
SMARCA2 activ: SMARCA2 (BRM) function activators, primary screen, cell-based, luminescence, high throughput | MG213 cells, MMTV-luciferase reporter, dexamethasone, overnight | activation, % at 9.1 µM | actives 1% (n = 370,000) | AID 652017, 2013; in the data active = activation above about 7.8%;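 also: 0% = vehicle wells and 100% = reference activator wells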
PG9 Ab binder: binders of HIV-1 gp120 antibody PG9, primary screen, biochemical, TR-FRET; HIV-1 gp120 / PG9 antibody interaction; TR-FRET gp120-PG9 antibody binding; inhibition, % at 6.7 µM; actives 0.43% (n = 360,000); in the data active = inhibition above about 8.5%
The depositor's hits bear a star; i = inactive; . = not tested or not shown. Not a hit list, and some 6.8% of all compounds hit somewhere here.

item	mol	FXN GAA850 act	DAX1 inh-1	ADAM17 inh	DAX1 inh-2	ssDAF-12 act	ADAM10 inh	hcDAF-12 act	hgDAF12 agonist	GC-A act	SMARCA2 activ	PG9 Ab binder
1	Cc1cc(OCCCC(=O)Nc2cccc(-n3cnnn3)c2)ccc1Cl	1.8	0.4	7	-0.6	-1.2	17	-4.8	-2.8	-2	-3	-0.2
2	C=CCn1c(=O)c(C(=O)Nc2ccccc2S(N)(=O)=O)c(O)c2ccccc21	5.5	1.3	-11	5.8*	1.1*	-10	12*	15*	-1	11*	-1.7
3	CCC12CN(C(=O)c3ccco3)CC(CC)(CN(C(=O)c3ccco3)C1)C2=O	1.8	0.8	-1	2.0	-0.5	1	-0.6	1.6	-1	-1	0.6
4	CCOC(=O)c1c2c3c(c(Cl)ccc3[nH]c1=O)C(=O)c1ccccc1-2	3.3	.	-3	0.1	-0.5	1	1.2	2.3	39	4	-3.4
5	O=C(CCNS(=O)(=O)c1cccs1)N1CCN(c2cccc(C(F)(F)F)c2)CC1	-4.2	0.1	-6	-1.5	-0.9	-10	-1.9	-4.0	1	0	0.8
6	CC1CCCCN1C(=O)COc1ccc2ccc(=O)oc2c1 (stereo not given)	0.3	-1.9	-44	-0.8	-2.3	-130	0.9	-2.1	-4	1	0.4
7	COCCNC(=O)CN(C(=O)Cn1nnc2ccccc21)c1ccc(F)c(Cl)c1	2.0	0.4	-2	0.0	-1.2	-7	-0.2	-1.1	0	-4	0.2
8	COc1ccccc1N(CN1C(=O)c2ccccc2C1=O)C(=O)c1cccnc1	0.9	0.9	-3	-0.1	-1.1	-2	-1.0	0.8	2	-3	-0.3
9	C[C@@H]1COc2cccc(N3CCC[C@H]3CO)c2S(=O)(=O)N1	.	.	-2	1.8	-0.4	-3	3.6	1.3	8	4	-2.2
10	O=C1NC(C2CC3C=CC2C3)Nc2ccccc21 (stereo not given)	-1.1	-0.2	-276	0.5	-0.4	i	-1.8	2.0	-3	-1	-0.9
11	O=C(COc1ccc(Cl)cc1[N+](=O)[O-])N1CCCCCC1	-0.5	0.2	0	0.5	-1.4	4	-1.3	-2.3	3	-3	0.1
12	CCCCCCSc1cccc(-c2nc3ccc(C)cn3c2NCc2ccccc2)c1	0.9	-0.3	-77	1.4	-0.5	-233	-0.8	1.4	1	4	0.3
13	COC(=O)CN1C(c2ccc(OC)cc2)=Nc2ccc(Cl)cc2C1c1ccccc1 (stereo not given)	4.2	1.4	5	-0.4	-1.9	5	-1.0	1.3	-20	-1	-0.4
14	COCCN1C(=O)C(=O)/C(=C(/O)c2ccc(S(=O)(=O)N3CCOCC3)cc2)C1c1ccc(O)cc1 (stereo not given)	-0.3	-1.0	2	-0.3	-1.8	-6	-1.2	-2.7	-3	-3	-1.3
15	Cc1c(O)ccc2c(CN3CCN(CCO)CC3)cc(=O)oc12	-1.0	1.1	i	0.0	-1.2	i	2.2	-0.5	6	0	-0.5
16	Cc1cccc(NC(=O)CSc2nc(=O)n(CCN3CCOCC3)c3c2CCCC3)c1C	-0.9	2.0	4	-0.4	-1.2	7	0.5	-1.3	0	-2	0.8
17	COC(C(=O)Nc1ccc(NC(=O)C(OC)c2ccccc2)cc1)c1ccccc1 (stereo not given)	1.3	-1.0	1	-0.4	-0.9	2	-0.7	-4.7	1	-3	1.2
18	CCOc1cccc(C(=O)Nc2ccc3oc(Cc4ccc(Cl)cc4)nc3c2)c1	0.0	-3.5	-5	-2.2	-2.2	-10	-3.6	-2.5	-3	-4	0.9
19	CCOc1ccc(S(=O)(=O)N2CCC(C(=O)N3CCc4ccccc4C3)CC2)cc1	-2.1	-0.5	-2	-3.3	-1.3	3	-2.4	-3.9	-5	0	-2.1
20	O=C(NCCCn1ccnc1)C(=O)NCC(c1ccco1)N1CCN(c2ccc(F)cc2)CC1 (stereo not given)	2.0	-0.6	6	-0.2	-1.6	3	0.5	-3.5	1	-6	-0.6
21	COc1ccc(OCCSc2ncn[nH]2)cc1	-0.5	0.9	-4	0.4	-1.6	-3	-1.8	0.9	8	-1	-1.1
22	Fc1ccccc1COc1ccccc1CNCc1ccncc1	0.4	-0.9	0	-0.3	-1.6	-2	0.3	0.0	-2	4	-1.7
23	CC(C)Cc1nc(SCC(=O)N2CC(C)OC(C)C2)c2c(=O)n(C)c(=O)n(C)c2n1 (stereo not given)	0.8	1.4	-5	0.5	-0.7	6	0.2	-0.6	0	2	-3.1
24	O=C(COC(=O)/C=C/c1ccccc1)NCC1CCCO1 (stereo not given)	2.3	0.3	-2	-0.4	-1.9	2	-0.7	1.6	3	0	-0.9
25	O=C(Nc1ccccc1N1CCOCC1)c1ccc(Cl)nc1	1.7	0.2	-3	-0.1	-0.8	-10	2.4	-0.5	-2	-4	0.4
26	CC(C)N(CCNC(=O)C1CCN(S(=O)(=O)N2CCOCC2)CC1)Cc1ccccc1	-0.9	0.6	-3	0.6	-1.5	-10	-1.9	-1.1	-1	1	0.6
27	Cc1ccc(C(=O)NCCc2cc3ccc(C)c(C)c3[nH]c2=O)cc1[N+](=O)[O-]	1.7	2.9	-4	0.0	-1.1	-24	0.7	1.1	2	-2	-0.6
28	Cc1ccc(S(=O)(=O)N2CCCC2CNC(=O)C(=O)Nc2ccc(F)cc2)cc1 (stereo not given)	-1.9	-0.1	1	-0.3	-1.2	2	-0.6	-1.5	-1	-2	-2.8
29	Nc1nc(N2CCOCC2)cc(=O)[nH]1	-2.4	-0.7	3	1.2	-0.6	-10	-0.7	0.1	1	-2	-0.7
30	O=C(COC(=O)Cc1ccc(Cl)cc1Cl)NCc1ccco1	1.8	1.8	-3	-1.3	-0.8	-7	0.9	3.7	-4	1	1.5
31	Cc1cccc(CN2[C@H](COC(=O)Nc3ccccc3)C=CS2(=O)=O)c1	.	.	-2	-1.4	-0.1	3	0.2	-2.4	-4	-1	-1.1
32	COc1cc2oc3ccc(C#Cc4ccc(N)cc4)cc3c(=O)c2cc1OC	0.5	-0.2	-13	-1.0	-1.8	-48	-2.1	0.7	0	2	-0.5
33	Cc1ccc(-n2[nH]c(C)c(/C=C3/C=Nc4ccccc43)c2=O)cc1C	2.9	2.6	2	-0.2	-0.9	8	3.2	3.4	3	4	-3.4
34	CN(CC(=O)Nc1cc(S(=O)(=O)N2CCCCCC2)ccc1Cl)Cc1ccc2c(c1)OCO2	0.2	0.1	6	-2.3	-1.8	5	-1.7	0.6	8	1	-2.7
35	COc1ccc(NC(=O)c2ccc(COc3ccccc3)o2)cc1	2.5	0.2	-1	0.2	-0.7	-15	-0.5	-0.1	3	-2	0.0
36	CC(=O)c1ccc(NC(=O)COc2ccccc2C(=O)Nc2ccccc2)cc1	-0.1	-0.6	-3	-5.1	-1.0	2	2.7	3.8	1	-2	-3.1
37	CCCC(C)NC1=NCCCCC1 (stereo not given)	1.0	-0.3	-2	-0.1	-1.0	-5	1.9	1.1	-1	4	-1.8
38	COc1ccc(C(=O)N/C(=C\c2ccco2)C(=O)NC2CCS(=O)(=O)C2)cc1 (stereo not given)	-0.7	0.5	-5	-0.1	-1.5	-1	-0.2	3.5	1	-1	-1.7
39	Cc1cc(NC(=O)C(C)SCC(=O)N(C)CC(=O)Nc2ccc(Br)cc2C)no1 (stereo not given)	-0.7	1.2	-3	-0.4	-0.9	5	-0.4	-2.0	-4	-2	-1.4
40	Cc1cccc(NC(=S)NNC(=O)c2nn(C)cc2Cl)c1	3.1	0.9	-1	0.4	-0.1	0	1.2	3.0	5	0	-0.3
41	O=S(=O)(NCc1ccco1)c1ccc2ccccc2c1	1.6	-0.1	-1	-0.4	-1.5	5	-1.0	1.0	-3	-1	0.6
42	O=C(NCCNc1ccc([N+](=O)[O-])cc1)c1ccccc1Cl	-0.5	2.3	-2	-1.3	-1.1	-6	-2.1	-0.3	-2	-2	0.8
43	COc1ccc(CNC(=O)CCCCCn2c(SCC#N)nc3cc4c(cc3c2=O)OCO4)cc1	0.2	-0.7	0	-0.1	-0.2	-2	-0.5	-2.0	1	0	-0.1
44	O=C(c1ccccc1[N+](=O)[O-])N1CCC(Cc2ccccc2)CC1	-3.5	-0.4	-5	-0.6	-2.2	-8	-1.5	-2.0	2	-2	-0.9
45	CS(=O)(=O)Nc1ccc(-c2n[nH]c(=S)n2-c2ccccc2)cc1	0.3	-0.7	-8	1.3	-1.0	-28	-0.1	-0.8	6	-2	7.0
46	CCC1CN(C(=O)N2CCC(C(=O)NCCc3ccccc3)CC2)c2ccccc2O1 (stereo not given)	-0.9	-0.2	-2	-3.0	-1.1	-19	-3.7	0.4	4	-1	1.2
